# GRK2 aptamer HTS – blocks RNA aptamer binding to human GRK2; bead flow cytometry, FAM-aptamer displacement from GRK2; P25098; inhibition of aptamer binding, % at 10 µM; hit rate 0.59% among 330,000;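 active = inhibition of aptamer binding above 40%, roughly 3 SD of noise, on plates passing a quality check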;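 note: median bead fluorescence of bound FAM aptamer so fluorescent compounds give negative values; no value below 0 was filed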
# Target sequence (P25098 whole entry, looked up): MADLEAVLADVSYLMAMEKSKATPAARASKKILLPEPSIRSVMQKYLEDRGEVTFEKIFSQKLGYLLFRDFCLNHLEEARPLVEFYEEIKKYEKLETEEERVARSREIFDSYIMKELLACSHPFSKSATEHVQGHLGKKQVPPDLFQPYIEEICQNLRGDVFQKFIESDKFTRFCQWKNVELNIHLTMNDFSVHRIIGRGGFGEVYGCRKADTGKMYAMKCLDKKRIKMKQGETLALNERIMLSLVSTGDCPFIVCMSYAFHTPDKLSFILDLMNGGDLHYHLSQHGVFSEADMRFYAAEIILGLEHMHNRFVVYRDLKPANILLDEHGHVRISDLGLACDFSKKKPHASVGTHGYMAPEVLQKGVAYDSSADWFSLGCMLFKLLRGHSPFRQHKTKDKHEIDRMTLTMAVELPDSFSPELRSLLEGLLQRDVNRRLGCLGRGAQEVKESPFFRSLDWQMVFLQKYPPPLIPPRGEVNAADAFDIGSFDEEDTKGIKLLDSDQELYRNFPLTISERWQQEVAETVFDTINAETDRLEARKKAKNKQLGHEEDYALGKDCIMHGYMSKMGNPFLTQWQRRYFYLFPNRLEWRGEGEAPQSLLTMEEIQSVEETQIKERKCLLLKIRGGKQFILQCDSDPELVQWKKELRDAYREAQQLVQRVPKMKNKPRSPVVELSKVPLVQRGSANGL
# MEP2-GFP yeast – alters MEP2-GFP fluorescence in TOR pathway yeast screen; S. cerevisiae MEP2-GFP strain, flow cytometry GFP, 3 h; 100% = DMSO control level; GFP response vs DMSO, % at 10 µM; hit rate 0.51% among 330,000;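 active = GFP response versus DMSO above a set limit, roughly screen mean plus 3 SD, cut at about 180% in these data; inconclusive = fewer than 70 cells counted for a yeast strain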;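 note: median GFP fluorescence of the barcode-gated MEP2-GFP cells per well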
# VLA-4 inh – inhibition in a human VLA-4 binding assay | VLA-4 expressing cells, ligand binding flow cytometry | P13612 | hit rate 0.2% among 330,000 | AID 2557 | inhibition, % (about 7 µM as worked out from the volumes in the protocol); in the data active = inhibition above about 50%
# AGP1 TOR yeast – modulators of TOR pathway AGP1-GFP in S. cerevisiae. S. cerevisiae AGP1-GFP multiplex flow cytometry, 3 h; GFP as percent of DMSO wells. GFP response vs DMSO, % at 10 µM. hit rate 0.02% among 320,000. AID 2066;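 active = GFP response relative to DMSO above a set limit, near screen average plus 3 SD, cut at about 150% in these data; inconclusive = fewer than 70 cells counted for the yeast strain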;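 note: median GFP channel fluorescence of the gated AGP1 strain per well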
# LAP4 TOR yeast – yeast TOR pathway LAP4-GFP modulation. hit rate 0.34% among 320,000. S. cerevisiae LAP4-GFP multiplex, flow cytometry GFP, 3 h; median GFP as percent of DMSO wells. AID 2023. GFP response vs DMSO, % at 10 µM;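 active = GFP response vs DMSO above a set limit, about the screen mean plus 3 SD, cut at about 150% in these data; inconclusive = under 70 cell events counted for the yeast strain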
# Yeast superoxide – caloric restriction mimetics inhibiting age-related superoxide in yeast; S. cerevisiae aged cells, superoxide DHE fluorescence; hits give low values; superoxide response (% of plate mean), % at 10 µM; hit rate 0.18% among 330,000;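 active = superoxide response under a set limit, about three screen SD below normal, cut at about 65% in these data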;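 note: yeast aged for seven days with compound at 30 °C before DHE staining; 100% = average MFI of all compound-treated wells on the plate with controls excluded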
# RPL19A-GFP yeast – modulators of TOR pathway RPL19A-GFP in S. cerevisiae. S. cerevisiae RPL19A-GFP strain, flow cytometry, 3 h; hits give low values. AID 2025. percent response vs DMSO, % at 10 µM. hit rate 0.3% among 330,000;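 active = percent response vs DMSO below 50%; inconclusive = fewer than 70 events counted for the yeast strain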;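 note: median channel GFP fluorescence of the barcoded RPL19A-GFP strain; ratio of sample median GFP to plate DMSO average so 100% = DMSO; lower means less RPL19A-GFP as with rapamycin TOR inhibition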
# CIT2-GFP yeast – alters CIT2-GFP fluorescence in TOR pathway yeast screen; S. cerevisiae CIT2-GFP strain, flow cytometry, 3 h; 100 means same as DMSO wells; GFP response vs DMSO, % at 10 µM; hit rate 0.065% among 320,000;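 active = GFP response relative to DMSO above a set limit, near the screen mean plus 3 SD, cut at about 150% in these data; inconclusive = Fewer than 70 cells measured for a yeast strain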;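 note: ratio of well median GFP fluorescence to mean of DMSO wells on the plate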
# * hit, by the source's call; ? = inconclusive; . = no result given; [ ] = another dose, or the depositor's remark. Outcome played no part in choosing rows; any-hit rate near 1.7%.
cpd	canonical_smiles	GRK2 aptamer HTS	MEP2-GFP yeast	VLA-4 inh	AGP1 TOR yeast	LAP4 TOR yeast	Yeast superoxide	RPL19A-GFP yeast	CIT2-GFP yeast
1	Cc1cccc(NC(=O)COC(=O)CCCC2=NS(=O)(=O)c3ccccc3N2)c1	0	103	5	107	104	122	102	100
2	CC(C)C[C@H](NC(=O)c1nc[nH]c1C(=O)N[C@@H](CC(C)C)C(=O)OC(C)(C)C)C(=O)OC(C)(C)C	2	90	-11	89	113	98	101	98
3	O=C(O)CCS(=O)(=O)Cc1cccc(Cl)c1	3	95	2	99	95	92	.	99
4	CCN(CC)CCNC(=O)Cn1c(=O)c2cccn2c2ccc(F)cc21	0	112	7	103	101	97	114	108
5	Cc1cccc(Nc2nnc(SCC(=O)Nc3ncc(C(F)(F)F)cc3Cl)s2)c1C	1	106	-3	103	93	112	102	103
6	COC(=O)c1[nH]c2ccc(Cl)cc2c1NC(=O)Oc1ccccc1	0	95	0	98	104	92	106	94
7	N/C(CC(=O)NC1CCCCC1)=N\OCC(=O)Nc1ccc(Cl)c(Cl)c1	1	116	-3	95	99	96	101	110
8	Cc1ccc(Cl)cc1NC(=O)c1cnn2c1NC(c1ccco1)CC2C(F)(F)F (stereo unspecified)	1	86	-30	86	112	91	90	80
9	O=C(NCCCN1CCCC1=O)c1ccc(Cl)c(Cl)c1	1	103	-6	105	107	95	99	107
10	Cc1[nH]c2ccccc2c1/C=N/n1cnnc1	0	100	-2	102	99	107	99	100
11	CCN(Cc1ccccc1)C(=O)c1cccc(S(=O)(=O)N2CCN(c3ccccc3)CC2)c1	2	105	-12	110	105	81	100	109
12	COC(=O)c1[nH]c(C)c(/C(O)=C2\C(=O)C(=O)N(CCN3CCOCC3)C2c2cccnc2)c1C (stereo unspecified)	1	106	-6	110	95	95	103	103
13	CNS(=O)(=O)c1cccc(C(=O)OCC(=O)Nc2ccc(Cl)cn2)c1	2	101	3	108	116	96	99	102
14	CC(C)(C)C1(O)CC(C(F)(F)F)=NN1C(=O)Cc1ccc([N+](=O)[O-])cc1 (stereo unspecified)	2	95	0	102	103	91	99	97
15	CCOC(=O)N1CCN(C(=O)C(CC(C)C)NS(=O)(=O)c2ccc3c(c2)oc(=O)n3C)CC1 (stereo unspecified)	0	104	-2	106	102	103	99	107
16	COc1ccc(NS(=O)(=O)Cc2ccccc2)cc1OC	0	121[may fluoresce violet]	-1	.	91[may fluoresce violet]	112	73[may fluoresce violet]	?
17	COc1cc(/C=N/NS(=O)(=O)c2ccc3ccccc3c2)ccc1OCCN1CCOCC1	1	94	-25	100	87	101	102	106
18	COc1ccc(NC(=O)c2ccc3[nH]c(C)c(C)c3c2)c(OC)c1	1	113	4	96	104	102	102	99
19	Cc1ccc(S(=O)(=O)c2c(N)n(CCCN(C)C)c3nc4ccccc4nc23)cc1	1	92	0	103	96	100	96	94
20	CCOc1ccc(N2C(=O)Nc3ccccc3C2(O)C(=O)N2CCN(c3ccccn3)CC2)cc1 (stereo unspecified)	2	96	11	110	107	104	103	104
21	c1csc(Cc2nc3ccccc3[nH]2)c1	4	109	3	110	107	84	107	106
22	CC(C)=Cc1oc2ccc([N+](=O)[O-])cc2c1N1CCOCC1	6	91	9	95	102	109	99	93
23	O=C(CSc1ccccc1)Nc1nccs1	4	105	2	94	92	90	99	100
24	COc1ccc(N(C(=O)c2ccco2)S(=O)(=O)c2cccs2)cc1	98*	105	17	123	110	100	107	100
25	CCCCN(CC)CCCNC(=O)C1CCN(c2ncnc3c2sc2cccc(F)c23)CC1	0	103	-37	105	105	84	98	92
26	NNC(=O)COc1ccc(C2SCCS2)cc1	18	95	54*	95	115	114	97	103
27	CC(C)c1ccc(C2N3CC4([N+](=O)[O-])CN2CC([N+](=O)[O-])(C3)C4(C)C)cc1 (stereo unspecified)	1	109	9	105	92	111	106	108
28	CCOc1ccccc1NC(=O)Cn1c(=O)n(CCC(=O)NC2CCCC2)c(=O)c2ccccc21	0	95	16	101	104	103	96	97
29	NNC(=O)CC(=O)NC1(Cc2ccc(O)cc2)CCCCC1	0	103	-3	96	94	119	103	103
30	CCCCN1C(=O)NC2NC(=O)NC21 (stereo unspecified)	0	102	10	105	100	88	101	110

# Entries of single compounds as entered above:
# `CCOc1ccccc1NC(=O)Cn1c(=O)n(CCC(=O)NC2CCCC2)c(=O)c2ccccc21` across the screens: GRK2 aptamer HTS = 0; MEP2-GFP yeast = 95; VLA-4 inh = 16; AGP1 TOR yeast = 101; LAP4 TOR yeast = 104; Yeast superoxide = 103; RPL19A-GFP yeast = 96; CIT2-GFP yeast = 97
# `CC(C)(C)C1(O)CC(C(F)(F)F)=NN1C(=O)Cc1ccc([N+](=O)[O-])cc1` (stereo unspecified) across the screens: GRK2 aptamer HTS = 2; MEP2-GFP yeast = 95; VLA-4 inh = 0; AGP1 TOR yeast = 102; LAP4 TOR yeast = 103; Yeast superoxide = 91; RPL19A-GFP yeast = 99; CIT2-GFP yeast = 97

# Going on with the list.
cpd	canonical_smiles	GRK2 aptamer HTS	MEP2-GFP yeast	VLA-4 inh	AGP1 TOR yeast	LAP4 TOR yeast	Yeast superoxide	RPL19A-GFP yeast	CIT2-GFP yeast
31	c1ccc(-c2[nH]ncc2CN2CCN(Cc3ccc4c(c3)OCO4)CC2)cc1	0	96	-5	105	99	83	99	101
32	O=Cc1cn(CC(=O)Nc2ccc3c(c2)OCO3)c2ccccc12	0	100	19	103	102	96	97	97
33	Cc1ccc(/C=C(\C#N)c2nc3ccccc3[nH]2)s1	0	106	-36	98	110	95	94	86
34	Cc1cc(C(=O)NCc2cc(C(=O)O)co2)co1	0	87	26	94	99	122	93	88
35	COc1ccccc1C(=O)NCCC(=O)N(C)CC(=O)Nc1ccc(N2CCOCC2)cc1	0	110	32	113	103	105	103	114
36	CCOc1cc(/C=N/NC(=O)CSc2nncn2C)ccc1OCC(N)=O	0	99	-3	97	104	116	96	97
37	CC1(C)Cc2c(cnn2-c2ccc(F)cc2)C(NC(=O)CN2CCCCC2=O)C1 (stereo unspecified)	0	105	0	98	96	111	103	100
38	Cc1ccc(CNC(=O)Cc2csc(Nc3nc(=S)[nH]c4ccccc34)n2)cc1	0	120	-1	108	115	108	102	92
39	CCCCc1ccc(-c2csc(/C(C#N)=C/c3ccc(C)o3)n2)cc1	1	123	-17	107	124	87	101	114
40	Clc1ccc(CSC2=NCCCN2)cc1Cl	0	99	4	92	94	123	96	102
41	CCn1c(C)cc(C(=O)CN2C(=O)c3ccccc3S2(=O)=O)c1C	0	97	3	97	92	101	94	88
42	CCC(=O)C1CCCN(C(=O)c2ccc(OC)c(OC3CCN(C(C)=O)CC3)c2)C1 (stereo unspecified)	9	104	8	105	100	87	106	110
43	NS(=O)(=O)c1ccc(CCNCc2cc(Br)ccc2OCc2ccccc2)cc1	0	104	5	93	90	89	101	98
44	O=C(OCC(=O)N1CCN(C(=O)c2ccco2)CC1)c1ccccc1Cc1ccccc1	1	104	5	97	105	95	95	95
45	CN(C(=O)CSC1=Nc2ccccc2C2=NC(c3ccccc3)C(=O)N12)C1CCCCC1 (stereo unspecified)	1	101	-2	100	100	104	96	97
46	CNC(=O)C1CC(=O)N(c2ccc(OCC(=O)Nc3ccc(OC)cc3)cc2)C1 (stereo unspecified)	0	93	-2	93	96	104	93	88
47	O=C(NCCNCc1cccs1)c1ccccc1F	5	102	5	97	101	105	99	93
48	CC(C)CC[n+]1ccn(-c2nc3ccccc3nc2[N-]S(=O)(=O)c2ccccc2)c1	0	98	25	92	92	92	93	92
49	Cc1cccn2c(=O)c3cc(C(=O)NCc4ccc(F)cc4)c(=N)n(CC4CCCO4)c3nc12 (stereo unspecified)	7	101	6	82	99	87	99	92
50	CC(C)C(NS(=O)(=O)c1cccc2nsnc12)C(=O)NCc1ccco1 (stereo unspecified)	3	98	-4	97	100	114	97	96
51	Cc1ccc(N=Cc2cc(Br)cc(Cl)c2O)cc1	2	102	-4	86	111	89	96	85
52	COc1ccc(NS(=O)(=O)c2ccc(Cl)s2)cn1	0	101	8	107	114	100	94	101
53	O=C(CCC1=NS(=O)(=O)c2ccccc2N1)NC1CCCCCCC1	4	108	-6	108	99	99	108	106
54	CC(C)CC(=O)Nc1ccc(-c2cn3ccsc3n2)cc1	0	105	14	92	93	85	99	94
55	CCOc1ccc2nc(C)cc(C(=O)O)c2c1	0	103	11	100	100	107	99	105
56	O=C(O)/C=C1\NC(=O)c2ccccc21	1	98	4	103	99	94	96	100
57	CCOCCCNCc1cc(Cl)ccc1OCC	2	101	-13	97	95	105	101	97
58	COc1ccc(NC(=O)C(C)N(c2ccc(C)cc2)S(C)(=O)=O)cc1 (stereo unspecified)	2	106	3	100	101	82	93	103
59	Cc1c(Cl)cnc(NC(=O)COC(=O)c2ccc3ncsc3c2)c1Cl	8	97	26	96	90	134	105	98
60	CCCCn1nc(C(=O)Nc2ccc(S(=O)(=O)Nc3ncccn3)cc2)c2ccccc2c1=O	3	92	3	103	101	98	97	98

# Some of these compounds in order of the LAP4 TOR yeast value, smallest number first:
no.	SMILES	LAP4 TOR yeast
19	Cc1ccc(S(=O)(=O)c2c(N)n(CCCN(C)C)c3nc4ccccc4nc23)cc1	96
42	CCC(=O)C1CCCN(C(=O)c2ccc(OC)c(OC3CCN(C(C)=O)CC3)c2)C1 (stereo unspecified)	100
15	CCOC(=O)N1CCN(C(=O)C(CC(C)C)NS(=O)(=O)c2ccc3c(c2)oc(=O)n3C)CC1 (stereo unspecified)	102

# (cont.)
cpd	canonical_smiles	GRK2 aptamer HTS	MEP2-GFP yeast	VLA-4 inh	AGP1 TOR yeast	LAP4 TOR yeast	Yeast superoxide	RPL19A-GFP yeast	CIT2-GFP yeast
61	Cc1ccccc1CCNC(=O)C1CC(O)CN1C(=O)Nc1ccccc1 (stereo unspecified)	2	97	24	95	98	102	98	101
62	Oc1cncc(Cc2ccccc2)c1	0	106	11	93	88	91	101	101
63	CCC(=O)Nc1c(-c2ccc(C)cc2)nc2ccc(C)cn12	0	101	12	101	95	92	102	105
64	O=C(Nc1cccnc1)c1c(F)c(F)c(F)c(F)c1F	0	100	-2	108	107	90	106	108
65	COc1ccc(NC(=O)CSCC(=O)N(C)CC(=O)Nc2c(C)cccc2C)cc1	0	100	-1	102	99	105	98	104
66	Cc1ncc([N+](=O)[O-])n1CCOC(=O)c1cc(Cl)cc(Cl)c1N	4	101	21	103	120	80	100	83
67	O=C(NCc1ccccc1Cl)C(=O)c1cn(CC(=O)N2CCOCC2)c2ccccc12	0	110	10	106	104	101	102	111
68	CCn1cnc2cc(NCc3ccc(C)cc3)ccc21	2	97	-4	89	99	145	94	85

# Grouped by structure: the compounds so far containing a CF3 group (3)
cpd	canonical_smiles	GRK2 aptamer HTS	MEP2-GFP yeast	VLA-4 inh	AGP1 TOR yeast	LAP4 TOR yeast	Yeast superoxide	RPL19A-GFP yeast	CIT2-GFP yeast
5	Cc1cccc(Nc2nnc(SCC(=O)Nc3ncc(C(F)(F)F)cc3Cl)s2)c1C	1	106	-3	103	93	112	102	103
8	Cc1ccc(Cl)cc1NC(=O)c1cnn2c1NC(c1ccco1)CC2C(F)(F)F (stereo unspecified)	1	86	-30	86	112	91	90	80
14	CC(C)(C)C1(O)CC(C(F)(F)F)=NN1C(=O)Cc1ccc([N+](=O)[O-])cc1 (stereo unspecified)	2	95	0	102	103	91	99	97

# Screens deposited in PubChem by NMMLSC.
